Plk1 PBD FP: Plk1 (human) PBD binding inhibition. inhibition, %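 (tested at about 20 µM)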. 97,000 compounds, 0.13% hits. AID 693. P53350. Plk1 PBD phosphopeptide binding, fluorescence polarization; in the data active means inhibition above about 34%, passing the limit was not always enough
Target sequence (P53350 whole entry, looked up): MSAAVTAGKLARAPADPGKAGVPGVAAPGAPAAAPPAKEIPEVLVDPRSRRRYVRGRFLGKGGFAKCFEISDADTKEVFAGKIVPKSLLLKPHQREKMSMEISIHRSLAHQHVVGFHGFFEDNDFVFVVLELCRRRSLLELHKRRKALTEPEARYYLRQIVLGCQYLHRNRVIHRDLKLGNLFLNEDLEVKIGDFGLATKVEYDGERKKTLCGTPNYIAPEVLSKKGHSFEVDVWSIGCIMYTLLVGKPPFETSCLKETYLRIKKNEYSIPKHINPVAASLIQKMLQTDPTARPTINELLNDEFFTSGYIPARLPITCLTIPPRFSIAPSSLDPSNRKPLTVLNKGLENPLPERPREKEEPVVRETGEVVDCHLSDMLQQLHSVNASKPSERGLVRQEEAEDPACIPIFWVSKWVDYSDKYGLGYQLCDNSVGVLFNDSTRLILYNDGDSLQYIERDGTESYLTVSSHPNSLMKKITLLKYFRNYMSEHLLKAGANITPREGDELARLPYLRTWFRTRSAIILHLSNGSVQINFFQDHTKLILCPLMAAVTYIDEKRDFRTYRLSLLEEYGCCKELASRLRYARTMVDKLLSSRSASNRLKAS
VCAM1 TNFa inh: reduces TNF alpha induced VCAM1 expression in HUVEC. HUVEC TNFa-induced VCAM-1 immunofluorescence, high-content imaging. 95,000 compounds, 0.48% hits. AID 802. inhibition, % at 2 µM;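 active means inhibition above the batch mean plus 3 SD, with images confirmed as a hit by eye, cut at about 37% in these data; inconclusive means inhibition above that limit but hit not confirmed in images; inactive means inhibition not above that limit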;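 further: 0% = TNF-stimulated DMSO wells and 100% = unstimulated control wells; not every result past the cut was called active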
sEH inhibitor: soluble epoxide hydrolase (human) inhibition | recombinant human sEH enzymatic activity assay | P34913 | 91,000 compounds, 0.34% hits | AID 707 | inhibition, % at 2 µM; in the data active means inhibition above about 80%; further: values of inactives mirror those of a sister screen read the other way; many of its hits are not listed in these tables
IL1B cytotox: toxic to HUVEC cells under IL-1B stimulation. HUVEC cell count loss, Hoechst imaging, IL-1B stimulated. cell count reduction, % at 2 µM. 94,000 compounds, 0.41% hits;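 active means cell count reduction more than 3 SD above the screen-wide mean, cut at about 70% in these data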;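 further: normalized per plate to untreated control cells as the no-loss baseline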
DAT uptake mod: human DAT dopamine uptake with cocaine, either direction; AID 449768; LLC-PK1 hDAT cells, [14C]-dopamine uptake with cocaine IC80; actives deviate in either direction; 110,000 compounds, 1.3% hits; B-score at 10 µM; Q01959;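 active means Z score or B-score, a plate-position-corrected score, falls beyond the plate's 99.7% confidence bounds, in either direction; inactive means both scores lie inside the 99.7% bounds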;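 further: scored against the spread of the other compound wells on the same plate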
cytoskel mod: alters cytoskeleton assembly in HUVEC cells | HUVEC TNFa F-actin phalloidin imaging, high content | inhibition, % at 2 µM | 91,000 compounds, 0.18% hits;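 active means inhibition above the batch mean plus 3 SD and confirmed as a hit by visual image inspection, cut at about 30% in these data, passing the limit was not always enough; inconclusive means above the inhibition threshold but rejected on visual inspection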; further: strong numbers were not always called active
Ecoli WT expand: blocks growth of wild type E. coli BW25113; AID 710; 98,000 compounds, 0.15% hits; growth inhibition, % at 100 µM; OD600 absorbance;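 active means growth inhibition above about 50% at one test dose, limit read from the data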;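 further: growth measured after 20 h incubation at 37 °C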
TNFa cytotox: toxic to HUVEC cells under TNF alpha stimulation; HUVEC TNFalpha-stimulated, Hoechst cell count, imaging; cell count reduction, % at 2 µM; 93,000 compounds, 0.17% hits; AID 848;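 active means cell count reduction exceeding the screen mean by over 5 SD, scaled to untreated wells per plate, cut at about 78% in these data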;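 further: cells counted after 24 h of TNF alpha exposure following the 1 h pretreatment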
PLK1 inh: blocks human PLK1 kinase activity; 97,000 compounds, 0.53% hits; inhibition, % at 10 µM; recombinant PLK1 kinase, TR-FRET peptide phosphorylation;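 active means inhibition of 50% or more in the single-concentration screen; inactive means inhibition below 50%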;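 further: 0% = DMSO max control and 100% = H-89 dihydrochloride min control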
Numbers without * were called inactive; ? = inconclusive; nt = not tested or not shown.

SMILES | Plk1 PBD FP | VCAM1 TNFa inh | sEH inhibitor | IL1B cytotox | DAT uptake mod | cytoskel mod | Ecoli WT expand | TNFa cytotox | PLK1 inh
CCc1nnc(NC(=O)CCC(=O)N2CCN(Cc3ccccc3)CC2)s1 | 6 | -14 | -3 | 23 | 1 | -5 | 19 | -41 | -9
COc1ccc(OC)c(N(CC(=O)Nc2cccnc2)S(=O)(=O)c2ccccc2)c1 | -2 | 7 | 2 | -91 | 0.39 | 11 | -7 | -7 | -2
Cc1oc(-c2cccs2)nc1CS(=O)CC(=O)NCCCN1CC(C)CC(C)C1 (stereo unspecified) | -4 | 18 | -11 | 10 | -0.28 | -7 | 1 | 3 | -21
O=C(Nc1ccc2nn(-c3ccccc3)nc2c1)c1ccc2c(c1)OCO2 | 1 | -6 | 18 | -4 | -1.6 | -2 | -5 | -30 | -7
CCOC(=O)CSc1nnnn1-c1cccc2ccccc12 | 13 | -16 | 4 | 5 | 0.088 | -6 | -3 | -17 | -13
CCCCSc1nc2ccccc2n1CC(=O)O | 11 | -6 | 1 | -26 | 1.1 | 12 | nt | -23 | -12
O=C(Nc1nnc(-c2ccco2)o1)C1CCCCC1 | -15 | 8 | 7 | -1 | 0.0047 | 10 | 13 | 0 | -18
O=C(c1ccccc1)N1CCN(C2CC(=O)N(CCc3ccccc3)C2=O)CC1 (stereo unspecified) | -10 | -10 | 0 | -1 | -1.2 | -3 | 10 | -22 | -11
C/C(CC(=O)NCc1ccco1)=N\NC(=O)Cc1ccccc1 | 6 | 12 | 3 | -8 | 0.38 | -12 | 22 | -4 | -9
CC(/C=N/Nc1nc(N2CCCCC2)nc(N2CCCCC2)n1)=C\c1ccccc1 | -8 | 21 | -14 | -53 | -0.57 | -4 | -9 | 0 | -5
CC(C)OC(=O)/C(=C\c1ccc2c(c1)c1ccccc1n2C)NC(=O)c1ccccc1 | 48 | 9 | -13 | -4 | 2.8 | 6 | -28 | -12 | -6
COc1ccc(OC)c(C2C(C(C)=O)=C(O)C(=O)N2CCC(=O)O)c1 (stereo unspecified) | -5 | 3 | -15 | 0 | 0.09 | 2 | 3 | 29 | -1
CCCOc1ccc(-c2nnn(CC(=O)OCC)n2)cc1 | 4 | -2 | -2 | -6 | -1.2 | 10 | 4 | -8 | -6
Cn1c(SCc2ccccc2)nnc1C1CCCNC1 (stereo unspecified) | -8 | 12 | -20 | 27 | 1 | 10 | 6 | -14 | -5
S=c1[nH]cc(-c2ccccc2)n1-c1ccccc1 | -16 | -14 | 3 | -76 | 0.23 | 23 | 5 | -26 | -9

5 entries out of the list, arranged by molar mass, falling:
SMILES | Plk1 PBD FP | VCAM1 TNFa inh | sEH inhibitor | IL1B cytotox | DAT uptake mod | cytoskel mod | Ecoli WT expand | TNFa cytotox | PLK1 inh
Cc1oc(-c2cccs2)nc1CS(=O)CC(=O)NCCCN1CC(C)CC(C)C1 (stereo unspecified) | -4 | 18 | -11 | 10 | -0.28 | -7 | 1 | 3 | -21
CC(C)OC(=O)/C(=C\c1ccc2c(c1)c1ccccc1n2C)NC(=O)c1ccccc1 | 48 | 9 | -13 | -4 | 2.8 | 6 | -28 | -12 | -6
CCCCSc1nc2ccccc2n1CC(=O)O | 11 | -6 | 1 | -26 | 1.1 | 12 | nt | -23 | -12
O=C(Nc1nnc(-c2ccco2)o1)C1CCCCC1 | -15 | 8 | 7 | -1 | 0.0047 | 10 | 13 | 0 | -18
S=c1[nH]cc(-c2ccccc2)n1-c1ccccc1 | -16 | -14 | 3 | -76 | 0.23 | 23 | 5 | -26 | -9

The results go on.
SMILES | Plk1 PBD FP | VCAM1 TNFa inh | sEH inhibitor | IL1B cytotox | DAT uptake mod | cytoskel mod | Ecoli WT expand | TNFa cytotox | PLK1 inh
COc1cc(S(=O)(=O)Nc2ncccc2C)c(OC)cc1Cl | 12 | -28 | -5 | 30 | 0.18 | 3 | 3 | nt | -5
CC(=O)c1c(COC(=O)c2cccnc2)nc2ccccc2[n+]1[O-] | 21 | 15 | 4 | -2 | -0.57 | -15 | -1 | -23 | -4
CCOC(=O)C1C2C=CC3(CN(Cc4cccs4)C(=O)C13)O2 (stereo unspecified) | 0 | nt | 8 | nt | -0.34 | nt | 3 | nt | -5
O=S(=O)(c1cccc(-n2cnnn2)c1)N1CCOCC1 | -6 | ? | nt | -7 | 0.12 | ? | -1 | 100* | -5
CCN(CC)C(=O)Cn1cnc2sc(C(=O)N3CCN(c4ccc(OC)cc4)CC3)c(C)c2c1=O | 1 | 2 | -8 | -24 | 0.47 | -2 | -3 | -15 | -2
O=C(NCCCNC(=O)NC1CCCCC1)NC1CCCCC1 | -29 | 13 | 18 | -16 | -0.32 | -8 | nt | -2 | -2
COc1ccccc1CN1C(=O)c2ccncc2C1=O | -4 | nt | -3 | nt | 0.34 | nt | -5 | nt | -3
O=C(NC1CC2CCC1C2)C1COc2ccccc2O1 (stereo unspecified) | -6 | 14 | 13 | -31 | 1.2 | -11 | 3 | -19 | -10
Cc1cccc(NC(=O)Cn2c(=O)n(Cc3ccco3)c(=N)c3c4c(sc32)COC(C)(C)C4)c1 | -40 | 10 | nt | 17 | 0.22 | -19 | 3 | -13 | -1
COc1ccc(CNC(=O)C2CCCN(S(=O)(=O)c3c(C)nn(C)c3C)C2)cc1 (stereo unspecified) | -10 | 3 | 28 | 0 | 0.66 | -5 | 6 | -28 | -10
COC(=O)C1=C(N)Oc2cc(C)n(Cc3cccnc3)c(=O)c2C1c1cc(OC)ccc1OC (stereo unspecified) | -10 | -5 | 2 | nt | 0.067 | 17 | -6 | -11 | -5
CC(=O)Nc1nc(=S)n(-c2ccccc2)[nH]1 | 6 | 0 | 12 | -13 | 0.9 | 47 | -1 | -29 | -11
CC(C)C1Cc2c(sc3c2c(=O)n(Cc2ccccc2)c2nncn32)CO1 (stereo unspecified) | -14 | 2 | -5 | -27 | 0.16 | -5 | -3 | -22 | 4
COc1cccc(C(=O)N(C)c2nnc(-c3ccncc3)s2)c1 | 10 | 23 | 11 | 3 | nt | -11 | 2 | 4 | -4
CCOC(=O)CSc1nnc(-c2ccccc2)c(=O)[nH]1 | 17 | -6 | 9 | -23 | -0.012 | nt | -3 | 27 | 3
COc1cccc(N2C(=O)C3C(C2=O)C2C=CC3C23CC3)c1 (stereo unspecified) | -5 | 2 | 1 | -29 | -0.049 | -1 | -8 | -22 | -7
COc1cccc(OCc2nc3ccccc3c(=O)n2N)c1 | 19 | -15 | -1 | -14 | 1.6 | 0 | 0 | -27 | 1
CCOC(=O)C1CCCN(C(=O)CNS(=O)(=O)c2ccc(Br)s2)C1 (stereo unspecified) | -26 | -7 | 0 | 2 | 0.077 | -13 | -7 | -24 | -2
Cc1ccccc1NC(=O)c1cccc(OCc2c(C)noc2C)c1 | -10 | -7 | -2 | 2 | 0.069 | 6 | -3 | 18 | -7
CCOC(=O)Nc1ccc2ncn(C)c(=O)c2c1 | 6 | 4 | -2 | 7 | -0.035 | -6 | 3 | -4 | -1
O=C(c1cc2c(s1)CCCCC2)N1CCN(c2ncccn2)CC1 | -8 | 10 | 5 | -9 | 0.83 | -4 | 4 | -24 | -6
CC12CCC(=O)N1c1c(sc3nc(N4CCOCC4)c4c(c13)CCCC4)C(=O)N2 (stereo unspecified) | 16 | 2 | 6 | 5 | 3.2* | -5 | 2 | -4 | -13
Cc1ccc(S(=O)(=O)n2ccc(-c3ccc(OCc4c(F)cccc4Cl)cc3)n2)cc1 | -3 | 10 | -11 | -20 | -0.39 | -18 | -15 | -6 | -10
O=[N+]([O-])c1cc(S(=O)(=O)Nc2cccc(C(F)(F)F)c2)ccc1-n1nnc2ccccc21 | -15 | 4 | -9 | -1 | 0.54 | -4 | 4 | -11 | -9
CN1CCN(C(=O)c2ccccc2NC(=O)c2cccs2)CC1 | 10 | 11 | -20 | 18 | 0.61 | 15 | 3 | 0 | -10
COc1ccc(N2CC(C(=O)NCc3cccnc3)CC2=O)cc1 (stereo unspecified) | -14 | -2 | 15 | -26 | 0.5 | nt | -1 | 0 | -1
COc1ccc(NC(=O)CN(C)S(=O)(=O)c2ccc(Cl)cc2)c([N+](=O)[O-])c1 | 3 | -17 | -2 | 22 | -1.3 | 17 | -2 | -11 | -13
CCCC(=O)Nc1nc2c(c(=O)[nH]1)CCCC2 | -3 | 2 | -2 | 16 | 0.28 | -3 | 9 | -9 | -12
O=C(COC(=O)c1cnccn1)c1ccc2ccccc2c1 | 11 | 7 | -4 | 12 | 0.34 | 3 | 8 | -8 | -2
COc1ccc(-n2nc(C(=O)NCC(=O)N3CCN(c4ccccn4)CC3)c3ccccc3c2=O)cc1 | 13 | 2 | 8 | 7 | 2.9 | -5 | -7 | -18 | 0
CCOC(=O)N1CCN(Cc2nc3c(c(=O)n(C)c(=O)n3C)n2Cc2ccccc2C)CC1 | -3 | 14 | nt | nt | 0.21 | 3 | 1 | -8 | -7
CCCCSc1nc2c(cnn2-c2ccc(F)cc2)c(=O)[nH]1 | -10 | 0 | -3 | 4 | -0.0072 | 4 | -8 | 4 | -24
COc1ccc(N2CCN(C(=O)CNC(=O)c3ccc(C(C)(C)C)cc3)CC2)cc1 | -2 | -8 | 3 | -21 | -0.15 | 3 | 2 | -15 | 0
O=C(N1CCCCC1)N1CCN(c2ccc(Cl)cc2)CC1 | -1 | -14 | -20 | 0 | -0.62 | 9 | 5 | -3 | -4
CCCNC(=O)N[C@@H](Cc1ccccc1)C(=O)OC | -15 | 3 | -1 | -14 | -0.12 | -10 | -6 | -19 | 10
CCOC(=O)N1CCN(C(=O)CN(Cc2ccccc2)S(=O)(=O)c2ccc(OC)c(C)c2)CC1 | 8 | 15 | -8 | 0 | 0.63 | 0 | 0 | -5 | -12
Cc1ccc2oc(-c3ccc(C)c(NC(=O)Cc4cccs4)c3)nc2c1 | 24 | 9 | -12 | nt | nt | 17 | 2 | -2 | -16
COc1ccc(N2CC(C(=O)Nc3ccc(S(=O)(=O)Nc4nc(C)cc(C)n4)cc3)CC2=O)cc1 (stereo unspecified) | 37 | 5 | 6 | 14 | 1.6 | 18 | -1 | 8 | -9
CN(C)c1nc(SCCOC(=O)Nc2ccccc2)nc(N(C)C)n1 | -11 | 20 | 4 | -6 | 0.58 | 8 | -29 | -4 | -8
O=C(O)CC(C(=O)NC1CCCCC1)C1CCCO1 (stereo unspecified) | 13 | 7 | -3 | 14 | 0.13 | 6 | 0 | -1 | -14
Cc1cc(C)nc(N/N=C/c2ccccc2)n1 | -4 | nt | -3 | 0 | 0.2 | nt | 3 | nt | -10
O=C(CCN1C(=O)C2C3C=CC(C3)C2C1=O)NCc1cccnc1 (stereo unspecified) | 7 | 8 | 17 | -29 | -1.2 | 42 | -4 | -27 | -9
O=C(O)c1cc(-c2ccccc2)n(-c2ccccc2C(=O)O)n1 | 12 | 0 | 19 | -22 | 1.9 | -74 | -2 | 0 | -16
C=CCC(NCc1ccccc1)c1ccco1 (stereo unspecified) | -9 | 8 | 5 | 35 | -0.77 | -30 | 3 | -8 | -10
CCOC(=O)c1cc2c(ccn2-c2ccc(F)cc2)n1CC(=O)N1CCN(C(=O)c2ccco2)CC1 | 2 | -9 | 3 | 13 | -1 | -17 | 1 | 7 | -5
COc1cccc(C(=O)Nc2ccc(N(C)C)cc2)c1OC | -24 | 12 | 6 | 1 | 0.45 | -3 | -8 | -2 | -5
Cc1nnc(SCC(=O)c2cc(C)n(-c3ccc4c(c3)OCO4)c2C)s1 | -8 | 13 | nt | -6 | 0.12 | -9 | -4 | -21 | 1
COc1ccc(CNc2ccc(-c3ccccc3OC)nn2)cc1 | 5 | 7 | -4 | 14 | 3.2* | -14 | 9 | -18 | -11
COc1ccc(-c2noc(-c3cc(C)cc(C)c3)n2)cc1OC | 2 | nt | nt | nt | -0.46 | nt | -9 | nt | -111
Cc1c(-c2cccs2)[n+](=O)c2c(n1[O-])CCCCC2 | -20 | 2 | nt | -20 | -0.83 | 34 | 12 | -10 | -7

Compound activity (PubChem)
